Screens from PubChem BioAssay.
15-hLO-2 inh – blocks human 15-lipoxygenase 2 activity; purified 15hLO-2, xylenol orange hydroperoxide absorbance; hit rate 0.56% among 110,000; O15296; Potency, µM (titrated, usually from 57.1 µM), without a hit: at the highest dose activity change, negative = inhibition, actives largely listed as inhibitors; also: potency is read from the fitted curve at half-maximal effect; nearly all actives have a fitted effect of over 60% in size; many of its hits are not listed in these tables
Target sequence (O15296 whole entry, looked up): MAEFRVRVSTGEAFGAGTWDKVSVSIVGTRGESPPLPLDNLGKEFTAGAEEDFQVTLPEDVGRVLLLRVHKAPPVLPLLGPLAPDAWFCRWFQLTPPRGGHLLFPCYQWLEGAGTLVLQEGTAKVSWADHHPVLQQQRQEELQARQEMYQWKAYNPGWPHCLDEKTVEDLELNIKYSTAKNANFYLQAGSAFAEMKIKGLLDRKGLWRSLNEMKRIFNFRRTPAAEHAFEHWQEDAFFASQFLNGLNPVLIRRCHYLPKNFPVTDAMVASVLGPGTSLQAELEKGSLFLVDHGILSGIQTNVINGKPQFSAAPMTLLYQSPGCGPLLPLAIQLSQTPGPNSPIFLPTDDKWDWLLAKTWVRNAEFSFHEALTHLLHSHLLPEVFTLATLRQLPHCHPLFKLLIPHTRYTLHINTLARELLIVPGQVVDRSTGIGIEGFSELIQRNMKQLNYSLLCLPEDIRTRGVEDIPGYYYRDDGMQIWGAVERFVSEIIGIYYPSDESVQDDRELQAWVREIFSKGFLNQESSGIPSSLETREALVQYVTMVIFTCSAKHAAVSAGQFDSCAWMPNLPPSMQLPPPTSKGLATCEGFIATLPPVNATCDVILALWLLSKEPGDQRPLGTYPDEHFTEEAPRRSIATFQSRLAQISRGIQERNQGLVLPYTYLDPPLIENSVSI
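Enzyme 50 nM, AA 45 uM, 25 mM Hepes pH 7.5 + 0.01% Triton X-100; cpd preinc 15 min RT, rxn 90 min RT; stop/detect with 200 uM XO + 300 uM Fe(II) in 50 mM H2SO4, 30 min; A573/A405.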
ALOX12 inhib – blocks human 12-lipoxygenase activity | AID 1452 | hit rate 0.12% among 150,000 | purified 12-hLO, xylenol orange hydroperoxide absorbance | Potency, µM (highest dose often 57.1 µM), without a hit: top-dose activity change, negative = inhibition, hits mostly inhibitors; also: potency is read from the fitted curve at half-maximal effect; nearly all actives have a fitted effect of over 55% in size; many of its hits are not listed in these tables
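Purified human 12hLO (150 nM), preincubated 15 min with compound, then 40 uM arachidonic acid for 30 min, room temperature, Hepes pH 7.0 with 0.01% Triton X-100. Hydroperoxide detected by ferrous iron/xylenol orange; 573/405 nm absorbance ratio gives reaction progress.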
IMPase inh – cell-permeable inhibitors of inositol monophosphatase (IMPase) | inhibition (IP1 accumulation), % at 46.1 µM | 120,000 tested, under 10 active | P97697 | CHO-M1 cells, IP1 accumulation, HTRF TR-FRET ratio; active = well fitted curve in the direction sought with a large enough effect in the signal ratio, not every such curve was filed as active; inconclusive = small, poorly fitted or top-dose-only effect, or a change in a side signal; inactive = no such curve, though single readings can be large or run the other way; the % refers to the signal ratio;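 also: cells stimulated with carbachol in lithium chloride buffer; plate controls were DMSO basal wells for no effect and reference inhibitor wells for full effect; higher means more IMPase inhibition seen as more IP1 and lower FRET ratio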
Target sequence (P97697 whole entry, looked up): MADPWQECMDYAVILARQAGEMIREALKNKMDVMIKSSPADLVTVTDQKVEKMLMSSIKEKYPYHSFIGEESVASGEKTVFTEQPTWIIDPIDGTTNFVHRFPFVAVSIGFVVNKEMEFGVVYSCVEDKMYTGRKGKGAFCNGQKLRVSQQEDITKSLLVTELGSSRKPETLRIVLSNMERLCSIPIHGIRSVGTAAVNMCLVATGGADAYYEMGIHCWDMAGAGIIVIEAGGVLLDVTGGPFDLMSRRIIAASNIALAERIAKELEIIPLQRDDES
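Seeded CHO-M1 cells were dosed with compound at up to 46 uM, stimulated with carbachol for 30 min, then lysed in IP-One detection reagents. Higher IP1 lowers the TR-FRET signal.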
PNC inhibitor – perinucleolar compartment assembly inhibition; PC3M PTB-GFP, PNC prevalence imaging, 16 h; active compounds read low; activity change (PNC), negative = inhibition, % at 10 µM; hit rate 3.1% among 140,000;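 active = readout at or below -70, meaning at least 70% loss of cells showing the perinucleolar compartment, a nuclear body marking cancer cells; inconclusive = readout between -30 and a set limit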;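 also: plate controls were DMSO wells for no effect and camptothecin positive control wells for full effect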
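PC3M cells stably expressing PTB-GFP, 750–1000 cells/well, treated 16 h at 37 °C with compound (23 nl of library stock), in duplicate. After paraformaldehyde fixation and Hoechst stain, imaged at 20x; PNC prevalence scored by image analysis.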
* hit, by the source's call; ? = inconclusive; / = no result given; [ ] = dose if it differs, or a comment. Unless noted, calls follow the shape of the dose curve; as a rule, active = well fitted curve in the direction sought with a large enough effect; inconclusive = small, poorly fitted or top-dose-only effect, or another doubt; inactive = no such curve, though single readings can be large; an effect the other way counts as inactive or inconclusive. Unless noted, % is scaled to controls: 0 for no effect and ±100 for the full control effect.

SMILES	15-hLO-2 inh	ALOX12 inhib	IMPase inh	PNC inhibitor
CCOC(=O)N1CCN(C(=O)c2cc3c(ccc4ccccc43)oc2=O)CC1	-5%	-1%	18	13
CCOc1ccc(-c2nnc3ccc(SCC(=O)NCc4ccco4)nn23)cc1	-21%	4%	-9	28
Cc1cccc(C(C)C)c1NC(=O)COC(=O)c1cccc(S(=O)(=O)N2CCc3ccccc3C2)c1	/	1%	/	?
Cc1ccc(NC(=O)COC(=O)c2cc(Cl)ccc2[N+](=O)[O-])c(C)c1	/	-1%	/	?
O=C(NCCCCCCNC(=O)C1CCCC1)C1CCCC1	/	5%	7	-4
O=C(CC1NCCNC1=O)Nc1ccc(Cl)c(Cl)c1 (configuration not stated)	/	-5%	/	38
CCN(CC)S(=O)(=O)c1cc(C(=O)OCC(=O)Nc2cccc(Br)c2)ccc1F	/	0%	/	20
Fc1ccc(C(c2nnnn2C2CCCC2)N2CCN(Cc3ccncc3)CC2)cc1 (configuration not stated)	4%	2%	6	31
Cc1nn(C)c(C)c1C(=O)NN	2%	1%	-5	16
O=C(c1ccc(C(F)(F)F)cc1)c1c[nH]c(C(=O)NCCCn2ccnc2)c1	2%	3%	0	37
Cc1ccc(C2(CC(=O)N3CCCC3)CCOC(C(C)C)C2)cc1 (configuration not stated)	-2%	-1%	1	-23
CSc1n[nH]c2nc3c(c(=O)n12)C1(CCCC1)Cc1ccccc1-3	/	1%	/	?
Cc1cc(C)nc(SCCn2c(N3CCC(C)CC3)nc3c2c(=O)n(C)c(=O)n3C)n1	-1%	-3%	2	17
CC(C)NC(=O)N1CCC2(CC1)CCN(C(=O)c1ccncc1)CC2	-3%	2%	/	/
COc1cc(/C=C\C(=O)NCc2ccc3c(c2)cc(C)n3C)cc(OC)c1OC	/	-6%	/	?
COc1ccc(CN2CCN(S(=O)(=O)c3ccccc3)CC2)c(OC)c1	-7%	-1%	14	-3
OC[C@@H](O)CNc1ncnc2ccccc12	-6%[11.4 µM]	0%[11.4 µM]	/	/
Cc1ccccc1OC(=O)n1c(=S)oc2cc(Cl)ccc21	-5%	7%	-10	-15
O=C(CN1CCN(S(=O)(=O)c2ccccc2)CC1)Nc1cccc(C(F)(F)F)c1	3%	-12%	4	34
CCCc1cc(=O)n2[nH]c(-c3ccc(Br)cc3)cc2n1	/	6%	-6	-100*
CCCCOc1cccc(OCC(=O)Nc2nc3ccccc3[nH]2)c1	/	-5%	/	-7
COc1cc2ncnc(NCc3ccccc3)c2cc1OC	23%	1%	6	-29
Cc1noc(/C=C/N(C)C)c1S(=O)(=O)N1CCN(c2ccccc2)CC1	7%	-1%	2	8
Cc1cccc(Cn2c(C(C)O)nc3ccccc32)c1 (configuration not stated)	6%	3%	4	?
CCC(=O)N1CCc2cc(S(=O)(=O)NCCC(=O)N3CCN(Cc4ccccc4)CC3)ccc21	-2%	-2%	5	22
CCn1c(-c2cc(-c3ccc(OC(C)C)cc3)nc3ccccc23)n[nH]c1=S	?	-15%	-11	-29
Brc1ccc(OCc2nnc(SCC3CCCCC3)o2)cc1	/	4%	6	?
CCCN1C2=NCCN2c2cc(C)c(C)cc21	2%	0%	8	-23
Nn1cnnc1SC1CCCCC1NS(=O)(=O)c1ccccc1 (configuration not stated)	-17%	8%	0	?
Cc1ccc(NC(=S)NNC(=O)c2c([N+](=O)[O-])c(C)nn2C)cc1	24%	8%	4	26

A few values from the list.
`CCCc1cc(=O)n2[nH]c(-c3ccc(Br)cc3)cc2n1` | IMPase inh: -6
`COc1cc(/C=C\C(=O)NCc2ccc3c(c2)cc(C)n3C)cc(OC)c1OC` | ALOX12 inhib: -6%

Back to the main list; the seven compounds before the break are reprinted first.
SMILES	15-hLO-2 inh	ALOX12 inhib	IMPase inh	PNC inhibitor
Cc1cccc(Cn2c(C(C)O)nc3ccccc32)c1 (configuration not stated)	6%	3%	4	?
CCC(=O)N1CCc2cc(S(=O)(=O)NCCC(=O)N3CCN(Cc4ccccc4)CC3)ccc21	-2%	-2%	5	22
CCn1c(-c2cc(-c3ccc(OC(C)C)cc3)nc3ccccc23)n[nH]c1=S	?	-15%	-11	-29
Brc1ccc(OCc2nnc(SCC3CCCCC3)o2)cc1	/	4%	6	?
CCCN1C2=NCCN2c2cc(C)c(C)cc21	2%	0%	8	-23
Nn1cnnc1SC1CCCCC1NS(=O)(=O)c1ccccc1 (configuration not stated)	-17%	8%	0	?
Cc1ccc(NC(=S)NNC(=O)c2c([N+](=O)[O-])c(C)nn2C)cc1	24%	8%	4	26
Cc1sccc1/C=N/NC(=O)c1cccc2ccccc12	/	-4%	/	-104*
CCOC(=O)C1CCCN(S(=O)(=O)c2ccc(OC)c3ccccc23)C1 (configuration not stated)	1%	-1%	6	30
Cc1nc(NCc2ccco2)c2c3c(sc2n1)CCC3	-4%	0%	8	5
O=C(Nc1cc(=O)c2ccccc2o1)N1CCOCC1	-2%	-5%	7	-25
CCCCn1c(=O)[nH]c(=O)c2c1nc(-c1ccc(-c3ccccc3Br)o1)n2CC	?	-26%	-27	-6
O=C(CCl)NCCCCCCCCCNC(=O)CCl	/	0%	/	?
CCN1C(=O)c2cccc3c(S(=O)(=O)N(C(=O)c4ccncc4)c4ccc(OC)cc4)ccc1c23	/	0%	/	-85*
COc1ccc(-n2ncc3c(=O)n(CC(=O)N4c5ccccc5CC4C)cnc32)cc1 (configuration not stated)	/	0%	?	?
COC(=O)c1ccc(C(/C=C/[C@@H](C)C(=O)N[C@H](C)CO)NC(=O)OCc2ccccc2)cc1 (some centres not stated)	6%	-1%	/	/
O=C(O)/C(=C\c1ccc(O)cc1)c1cccc2ccccc12	-10%[11.4 µM]	-3%[11.4 µM]	/	/
CC(C)(CO[C@H]1C[C@H]2CC[C@@]1(C)C2(C)C)[N+](=O)[O-]	-1%[11.4 µM]	1%[11.4 µM]	/	/
O=C(/C=C/c1ccc(Cl)c([N+](=O)[O-])c1)Nc1ccc(NC(=O)c2ccco2)cc1	/	0%	6	2
Cc1cccc(NC(=O)CN(C)S(=O)(=O)c2cccc3cccnc23)c1	4%	1%	3	19
O=c1cc(CSc2nnc(COc3ccc(Cl)cc3)o2)c2ccccc2[nH]1	-3%	-4%	-9	-18
O=C(O)/C=C/c1ccc2ccccc2n1	/	0%	2	9
O=C(Nc1nc(-c2cccs2)cs1)C1=COCCO1	/	3%	1	-20
Cc1ccc(-n2c(O)cnc2Nc2nc(C)cc(C)n2)cc1	1%	-1%	6	-22
Cc1cc(C(=O)CSc2nnc(-c3cccnc3)n2-c2ccccc2F)c(C)n1CC1CCCO1 (configuration not stated)	-3%	-3%	-10	-2
COc1cc2c(cc1NS(=O)(=O)N1CCCCC1)oc1ccccc12	1%	-12%	7	-27
Cc1cc(C(=O)CSc2n[nH]c(N)n2)c(C)n1-c1ccc(F)cc1	/	-6%	5	-17
CCOCC(=O)Nc1cc(-c2cn3cccnc3n2)ccc1C	1%	-6%	-16	?
CCOC(=O)c1cnn(-c2ccccc2)c1-n1cccc1C(=O)C(=O)Nc1ccc(F)cc1	1%	-7%	6	43
COc1ccc(C(=O)NN2C(=O)C3CCC(C)(C2=O)C3(C)C)cc1 (configuration not stated)	-9%	0%	1	110
Cc1cc2c(c(=O)n1CCc1ccccc1)C(C(C)C)C(C#N)=C(N)O2 (configuration not stated)	4%	-4%	3	-24
Cc1cccc(-c2nnc3n2N=C(c2ccccc2)CS3)c1	3%	-3%	8	42
COCCSc1ccccc1C(=O)Nc1ccncc1	?	-1%	-5	?
CCOC(=O)N1CCN(Cc2nc(N)nc(Nc3ccc(C)cc3)n2)CC1	29%	-5%	-3	?
CN(C)C(=O)CSc1nnc(-c2cnccn2)n1C	/	-6%	9	325
O=C(NCc1ccccn1)c1coc(=O)c(Br)c1	8%	-3%	3	-87*
COc1ccc(OC)c(Nc2nc(-c3sc(NC(=O)c4ccccc4)nc3C)cs2)c1	-18%	4%	?	6

3 of the entries above in order of the PNC inhibitor value, high to low:
canonical_smiles	PNC inhibitor
CN(C)C(=O)CSc1nnc(-c2cnccn2)n1C	325
CCOC(=O)c1cnn(-c2ccccc2)c1-n1cccc1C(=O)C(=O)Nc1ccc(F)cc1	43
O=C(Nc1nc(-c2cccs2)cs1)C1=COCCO1	-20

Later entries:
SMILES	15-hLO-2 inh	ALOX12 inhib	IMPase inh	PNC inhibitor
O=C1c2ccccc2C(=O)N1/N=C/c1ccc(O)c(O)c1	/	-7%	/	17
Cn1c(SCC(=O)Nc2nccs2)nnc1C12CC3CC(CC(C3)C1)C2	5%[2.29 µM]	-2%	13	17
COc1ccc2nc(C(C)O)[nH]c2c1 (configuration not stated)	/	11%	?	?
Cc1c(NC(=S)N/N=C/c2cccc(O)c2)c(=O)n(-c2ccccc2)n1C	2%	-3%	-2	?
COc1cc(C(=O)Nc2cc(C)c(OCC(=O)N3CCOCC3)c(C)c2)cc(OC)c1OC	9%	1%	-1	-4
Cc1cc(C)n(C(C[N+](=O)[O-])c2ccc(Cl)cc2)n1 (configuration not stated)	?	-10%	-1	?
CCCCn1c(O)c(N=NC(=O)c2ccccc2NS(=O)(=O)c2cccs2)c2ccccc21	/	-2%	/	48
O=C(NCC(=O)N(CCN1CCOCC1)C(C(=O)NC1CCCC1)c1cccnc1)c1cccs1 (configuration not stated)	/	1%	/	16
O=C(NC(=S)Nc1ccccc1)c1ccc(-c2ccccc2)cc1	/	0%	/	-7
CCN(CC)S(=O)(=O)c1ccc(NC(=O)CSc2nnc(-c3cccc(OC)c3)n2C)cc1	-3%	-12%	-1	-2
O=C(Cc1ccc(Cl)cc1)NCC(=O)N1CCCC1	0%[2.29 µM]	-3%	2	?
COCCn1c(SCC(=O)Nc2ccc(Cl)cn2)nc2ccccc21	1%	2%	3	-8
C#CCOCCOCCOCCNc1nc(N2CCOCC2)nc(N2CCN(C(=O)[C@H](C)n3cc(CCCN=C(N)N)nn3)CC2)n1	/	0%	/	46
CC(/C=N\NC(=O)Cn1c(C)nc2ccccc21)=C\c1ccccc1	/	-4%	14	33
NC(=O)COc1ncn(-c2ccccc2)n1	3%	3%	-3	-112*
COc1ccc(C2CCCN2C(=O)Nc2cccc(C(C)=O)c2)cc1OC (configuration not stated)	4%[2.29 µM]	-1%	-1	?
CCCCNC(=O)c1sc(=S)n(-c2ccccc2OC)c1N	?	-14%	?	?
O=C(CC1SC(=Nc2ccccc2)N(Cc2ccccn2)C1=O)Nc1cccc(Cl)c1 (configuration not stated)	/	-2%	0	?
CCN(CC)CCNC(=O)c1ccc2c(=O)n(CCc3ccccc3)c(=O)[nH]c2c1	24%	0%	8	29
Fc1ccc(N2CCN(c3ccc4c(C(F)(F)F)cc(C(F)(F)F)nc4n3)CC2)cc1	/	3%	8	-7
Cc1cc(C)c(S(=O)(=O)N2CCN=C2c2ccccc2)c(C)c1	/	-1%	/	?
CN1CCN(C(=O)c2ccccc2N(Cc2ccccc2)S(C)(=O)=O)CC1	3%	0%	-2	22
C=CCOc1c(Br)cc(CNn2nnnc2N)cc1OCC	3%	-1%	6	10
CC(NC(=O)c1ccccc1NC(=O)c1ccccc1)C(=O)N1CCOCC1 (configuration not stated)	/	0%	/	-97*
COc1cc(C2C3=C(CC(C)(C)CC3=O)N(C)C(=O)N2C)cc(OC)c1OC (configuration not stated)	-1%	-2%	6	-16
O=C(Nc1ccc(Br)cc1Cl)c1cnccn1	-15%	-20%	-2	-26
Clc1ccc2nc(N3CCN(c4ccccc4)CC3)sc2c1	/	-1%	/	?
COc1ccccc1C1/C(=C(/O)c2ccccc2)C(=O)C(=O)N1CCO (configuration not stated)	14%	3%	-3	?

Some of the compounds tested, so the mix of outcomes need not match the whole.
